TCR-CD3 inh: inhibitors of human TCR-CD3 interaction, primary screen, biochemical, fluorescence, TAMRA-labeled TCR probe. AID 651800, 2012. inhibition, % at 9.4 µM. 0.37% of 360,000 active. T-cell receptor (TCR); in the data active means inhibition above about 19%;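 further: recombinant mutant TCR 2C K166C tagged with TAMRA read by polarization; 0% = receptor in buffer alone and 100% = receptor with positive control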
MBD2 DNA inh: inhibitors of MBD2 binding to methylated DNA, primary screen, biochemical, TR-FRET, DNA-binding domain, human. 0.31% of 370,000 active. Methyl-CpG-binding domain protein 2 (Homo sapiens), Q9UBB5. inhibition, % at 4.4 µM. MBD2 binding to methylated oligonucleotide; in the data active means inhibition above about 13%
PRMT1 FP inh: PRMT1 methyltransferase inhibitors, primary screen, biochemical, fluorescence polarization | Protein arginine N-methyltransferase 1 (Homo sapiens), Q99873 | recombinant PRMT1, activity-based probe fluorescence polarization | 1.3% of 370,000 active | inhibition, % at 2.79 µM;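 active means inhibition above about 21% made by adding two undisclosed values, limit read from the data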
Target sequence (Q99873 whole entry, looked up): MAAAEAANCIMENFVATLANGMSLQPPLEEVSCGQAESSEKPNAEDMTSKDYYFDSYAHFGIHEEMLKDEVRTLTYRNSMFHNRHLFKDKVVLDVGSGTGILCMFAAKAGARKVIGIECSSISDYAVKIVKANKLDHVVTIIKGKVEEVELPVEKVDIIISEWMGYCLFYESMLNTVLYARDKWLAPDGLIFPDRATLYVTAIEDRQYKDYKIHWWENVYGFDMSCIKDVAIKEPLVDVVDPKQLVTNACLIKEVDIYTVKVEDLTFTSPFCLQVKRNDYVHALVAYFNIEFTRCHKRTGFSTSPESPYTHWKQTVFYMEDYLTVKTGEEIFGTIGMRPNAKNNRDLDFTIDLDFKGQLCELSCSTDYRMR
DDE Tn6 FP inh: inhibitors of Tn6 peptide binding to fibrin DD(E), primary screen, biochemical, fluorescence polarization, human fibrin, Tn6 probe; Fibrinogen beta chain (Homo sapiens), P02675; Fibrin DD(E) TRITC-Tn6 fluorescence polarization displacement; inhibition, % at 8.3 µM; 0.21% of 370,000 active;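 active means inhibition above a per-campaign cutoff: mean of compounds within control limits plus 3 SD, cut at about 15% in these data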;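 further: 0% = median of all compound wells on the plate and 100% = blocking peptide control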
TDP2 absorb: human TDP2 enzyme inhibitors, primary screen, biochemical, epi absorbance, recombinant enzyme; Tyrosyl-DNA phosphodiesterase 2 (Homo sapiens), O95551; T5PNP hydrolysis, p-nitrophenol absorbance 415 nm; inhibition, % at 12.8 µM; 0.34% of 370,000 active; AID 720702, 2013;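 active means inhibition above the mean of all tested compounds plus 3 SD, set per campaign, cut at about 25% in these data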;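 further: 0% = DMSO with enzyme and 100% = buffer with substrate but no TDP2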
Target sequence (O95551 whole entry, looked up): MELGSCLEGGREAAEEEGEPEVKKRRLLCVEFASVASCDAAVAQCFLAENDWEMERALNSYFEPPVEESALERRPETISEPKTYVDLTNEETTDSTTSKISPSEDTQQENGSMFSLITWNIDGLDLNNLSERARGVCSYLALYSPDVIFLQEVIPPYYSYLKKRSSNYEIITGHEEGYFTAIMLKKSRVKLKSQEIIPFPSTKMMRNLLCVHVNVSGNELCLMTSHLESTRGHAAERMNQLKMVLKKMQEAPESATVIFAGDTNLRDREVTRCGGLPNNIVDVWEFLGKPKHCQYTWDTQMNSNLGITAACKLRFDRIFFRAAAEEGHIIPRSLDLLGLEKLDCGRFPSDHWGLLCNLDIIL
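System – recombinant human TDP2 · Amount – 120 nM TDP2 per well · Buffer or medium – Mg2+-containing Tris-HCl buffer, pH 7.5 · Reagent – T5PNP substrate, 5 mM · Dosing – 12.8 µM single point, 1% DMSO · Incubation – 2 h at 37 °C · Measured by – epi absorbance · Read-out basis – percent inhibition · Benchmarks – high control without enzyme, low control DMSO plus TDP2 · Repeats – singlicate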
Tn7 DDE FP: inhibitors of Tn7 peptide binding to fibrin DD(E), primary screen, biochemical, fluorescence polarization, human fibrin, Tn7 probe. Fibrinogen beta chain (Homo sapiens), P02675. FP displacement of FITC-Tn7 peptide from fibrin DD(E); 0% = median of compound wells per plate. inhibition, % at 8.3 µM. 0.13% of 370,000 active. AID 720508, 2013;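 active means inhibition above the mean of compounds falling within the control limits plus 3 SD of them, cut at about 14% in these data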;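 further: 0% = plate median of compound wells and 100% = 10 µM Aha-Tn7 peptide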
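Assay system: Human clot-derived fibrin DD(E) complex | Buffer or medium: Tris/NaCl/CaCl2 buffer, pH 7.8 | Repeats: One replicate per compound | Benchmarks: Aha-Tn7 high control | Measure: % inhibition scaled between sample-field median and high-control FP | Schedule: 10 min plus 3 h, room temperature | Signal: Fluorescence polarization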
UHRF1 MBD2 ctr: UHRF1 methylated DNA binding inhibitors, primary screen, counter-screen for MBD2 inhibitor project, biochemical, TR-FRET, human UHRF1, single concentration | E3 ubiquitin-protein ligase UHRF1 (Homo sapiens), Q96T88 | UHRF1 binding to methylated oligo | inhibition, % at 4.4 µM | 0.75% of 370,000 active; in the data active means inhibition above about 21%;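 further: UHRF1 SRA domain binding a hemimethylated CpG hairpin DNA probe; 0% = median of test compound wells and 100% = reference inhibitor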
SIAE primary: human SIAE inhibitors, primary screen, biochemical, fluorescence polarization, FP-Rh probe, 1536-well HTS; Sialate O-acetylesterase (Homo sapiens), Q9HAT2; AID 1053197, 2014; inhibition, % at 9.66 µM; SIAE FP-Rh probe binding; 0.69% of 370,000 active;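 active means inhibition above a cutoff: mean of compounds within the control limits plus 3 SD of those, cut at about 17% in these data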;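 further: 0% = plate median of compound wells and 100% = probe without SIAE protein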
KLK7 zymogen act: proKLK7 zymogen activators, primary screen, biochemical, fluorescence intensity. Kallikrein-7 (Homo sapiens), P49862. activation, % at 7 µM. 0.9% of 370,000 active. purified proKLK7, EDANS-DABCYL substrate fluorescence; 100% is mature enzyme control, 0% vehicle;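 active means activation above the mean of all tested compounds plus 3 SD, computed per campaign excluding outliers beyond control limits, cut at about 13% in these data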
Target sequence (P49862 whole entry, looked up): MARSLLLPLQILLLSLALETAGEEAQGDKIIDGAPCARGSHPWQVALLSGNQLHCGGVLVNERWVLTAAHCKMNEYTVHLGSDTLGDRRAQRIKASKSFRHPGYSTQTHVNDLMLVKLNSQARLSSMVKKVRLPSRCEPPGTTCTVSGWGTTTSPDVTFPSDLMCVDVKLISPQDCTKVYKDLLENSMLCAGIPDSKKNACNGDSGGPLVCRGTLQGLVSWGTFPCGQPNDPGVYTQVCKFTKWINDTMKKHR
LEDGF integ inh: blockers of LEDGF/p75-dependent integrase strand transfer – biochemical, TR-FRET, high throughput, primary screen | HIV-1 integrase (with human LEDGF/p75) | TR-FRET IN-LEDGF/p75 DNA integration, Eu/Cy5 | inhibition, % at 3.7 µM | 0.64% of 370,000 active | AID 743269, 2014;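 active means inhibition above the screen-wide mean plus 3 SD, cut at about 13% in these data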;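 further: signal is the Cy5 over europium emission ratio at 671 and 618 nm; 0% = plate median of compound wells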
* = called active by the depositor.

Results follow in this order: TCR-CD3 inh, MBD2 DNA inh, PRMT1 FP inh, DDE Tn6 FP inh, TDP2 absorb, Tn7 DDE FP, UHRF1 MBD2 ctr, SIAE primary, KLK7 zymogen act, LEDGF integ inh
- CC(=O)Nc1ccc(S(=O)(=O)Nc2nc(C)cc(-n3nc(C)cc3C)n2)cc1
→ 12.0, -1.7, 2.5, 1.1, -5.3, -6.9, 0.5, -0.5, -0.1, -5.0
- Nc1nonc1C(=O)NCCNCc1ccccc1OCc1ccccc1F
→ -7.0, -0.3, 1.9, -3.6, 2.5, 3.0, -3.1, 9.1, -0.8, 0.1
- COc1ccc(C(CNC(=O)c2ccc(-c3ccccc3Cl)o2)N2CCCC2)cc1 (centres undefined)
→ 6.2, 0.4, -1.1, -2.6, 2.5, -8.8, -0.7, -4.2, -0.8, 4.6
- Cc1ccc(C(=O)N/N=C2\CCc3ccccc32)c(C)c1
→ -1.3, 0.0, 1.7, 1.0, 5.5, -4.3, -0.8, 1.3, 0.1, -1.5
- CC1CCCC(C)N1CCNC(=O)Nc1ccc(Cl)cc1 (centres undefined)
→ 0.3, 5.0, -4.0, 6.0, -2.1, -6.8, 9.8, -0.3, 0.1, -2.3
- Cc1cc(C)n(/C(=C\N(C)C)C(=O)c2ccc(Cl)cc2)n1
→ -4.8, -6.2, 0.1, 0.8, 6.1, 3.4, -1.9, 4.0, -0.4, -1.6
- Cc1cccc(NC(=O)CSc2nc(N)c(NC(=O)c3ccccc3F)c(=O)[nH]2)c1
→ 2.8, -4.3, -2.9, 5.0, 2.8, 2.4, -0.6, -1.6, 0.3, 1.2
- CC1CCc2ccccc2N1C(=N)N(C)C (centres undefined)
→ -5.0, -1.4, -3.1, 4.0, 0.9, -2.2, 1.7, -6.6, 0.5, 2.6
- CNC(=O)/C(C#N)=C/c1ccc(-c2ccc(OC)cc2[N+](=O)[O-])o1
→ -13.0, -1.5, 0.2, -5.8, 10.6, -4.2, 1.4, -1.6, -0.7, 1.2
- CCOC(=O)c1cccc(NC(=O)CN2C(=O)C3C4C=CC(C4)C3C2=O)c1 (centres undefined)
→ 3.1, -3.3, -3.2, -3.0, -0.4, 2.9, -0.4, 1.6, 0.1, -6.0

(next part)
Results follow in this order: TCR-CD3 inh, MBD2 DNA inh, PRMT1 FP inh, DDE Tn6 FP inh, TDP2 absorb, Tn7 DDE FP, UHRF1 MBD2 ctr, SIAE primary, KLK7 zymogen act, LEDGF integ inh
- CCn1cnc2cc(NCc3ccc(OC)cc3)ccc21
→ -5.5, 3.1, 1.9, 8.4, -5.4, 4.1, -0.4, -1.4, 0.9, -5.9
- COc1cccc(CN2CC(C(=O)NCc3cnn(C)c3)CCC2=O)c1 (centres undefined)
→ -5.7, 3.9, 1.0, -8.7, 7.0, -6.0, -1.4, -0.2, -0.3, -4.4
- CC(Oc1ccccc1)C(=O)Nc1c2c(nn1-c1ccccc1)CS(=O)(=O)C2 (centres undefined)
→ -4.0, -5.8, 1.5, 2.6, 11.8, 1.2, -1.9, -4.2, 0.3, 0.5
- C=C(C)c1cccc(C(C)(C)NC(=O)Nc2ccccc2OCC)c1
→ -6.7, 6.8, 0.9, -0.8, -12.8, 1.5, 6.6, -6.5, 0.2, 1.3
- CCOc1cc(C(=O)Nc2ncccn2)cc(OCC)c1OCC
→ -0.1, -4.4, -1.1, -1.5, 3.2, -5.5, 0.9, 0.0, -0.8, -3.4
- COc1cccc(N2CCN(C(=O)CN3C(=O)NC4(CCCC4)C3=O)CC2)c1
→ 5.0, -3.8, -2.6, -3.1, 1.6, -1.5, -0.8, 4.2, 0.4, -2.0
- O=C(/C=C/c1ccc(Cl)cc1Cl)NC(=S)Nc1ccccn1
→ -0.7, -2.7, 0.5, 5.8, 5.1, 9.2, -1.1, -24.9, -0.7, -1.6
- Cc1c(Cc2ccccc2)c(=O)oc2c(C)c(OC(C)C(=O)N[C@@H](Cc3ccccc3)C(=O)O)ccc12 (some centres undefined)
→ 1.6, -4.2, 13.9, -13.3, 7.6, 2.3, -2.9, -3.6, -8.4, -0.2
- O=C(NCc1cccnc1)c1ccc(Cl)c(S(=O)(=O)Nc2ccccc2C(=O)NCc2cccnc2)c1
→ 4.2, -5.0, 5.5, -2.3, -16.9, -6.4, 6.3, 1.9, 0.2, -2.6
- O=C(NC(=S)NC1CCSC1=O)c1ccccc1Cl (centres undefined)
→ -0.9, 1.6, 26.3*, -1.9, 12.1, 15.1*, 0.4, 6.1, 0.1, 3.9

Following part
Results follow in this order: TCR-CD3 inh, MBD2 DNA inh, PRMT1 FP inh, DDE Tn6 FP inh, TDP2 absorb, Tn7 DDE FP, UHRF1 MBD2 ctr, SIAE primary, KLK7 zymogen act, LEDGF integ inh
- Cc1cc(Nc2ccc(C)c(Br)c2)n2nc(C)nc2n1
→ 2.0, -3.7, 2.5, -3.4, 3.7, -7.6, -0.7, 2.2, 0.4, -0.4
- Cc1ccc(Oc2ccc(S(=O)(=O)NCC(C)(C)N3CCOCC3)cc2)cc1
→ 6.4, 0.1, -0.6, -0.2, 1.6, 4.3, -1.2, 5.1, 0.1, 3.5
- Cc1ccc(S(=O)(=O)N(CC(=O)NC2CCCCCC2)c2ccccc2F)cc1
→ 4.3, 1.9, -1.1, 6.5, 1.5, -2.8, -3.9, 1.0, -0.3, 2.8
- Cc1cc(=O)oc2ccc(OC(C)C(=O)O)cc12 (centres undefined)
→ -0.8, 2.7, 1.6, 3.5, 7.5, 9.3, -1.6, -1.7, 0.2, -5.9
- CCCCn1c(N)c(N(CCOC)C(=O)COC(=O)c2ccccc2OCC)c(=O)[nH]c1=O
→ -4.6, -1.9, -0.1, 1.3, 8.3, 0.0, 0.9, -1.6, 0.2, 1.9
- CCN(CC)CCNC(=O)c1ccc(NS(=O)(=O)c2ccc3c(c2)OCCO3)cc1
→ 0.0, -1.9, -0.6, -5.2, -8.4, 1.5, 5.0, 1.2, 0.2, -2.1
- CC(=O)CCc1ccc(OCC(O)CNCCOc2ccc(C)cc2)cc1 (centres undefined)
→ -3.7, 0.9, -3.5, 7.3, -10.4, -10.1, 0.7, -5.4, 0.1, 1.2
- COc1cc(-c2c(NC(=O)c3ccco3)oc3ccc(Cl)cc3c2=O)cc(OC)c1OC
→ -5.0, -1.7, -4.5, -6.8, -7.9, -1.9, -0.1, -4.1, -0.4, 2.9
- NC(=S)N=Nc1c(O)[nH]c2cc(F)c(F)cc12
→ 0.3, -10.3, 1.8, 7.2, -1.4, 6.2, -14.8, -0.2, -0.2, 2.5
- CCOC(=O)Cc1csc(NC(=O)COc2ccc(C)c(C)c2)n1
→ 3.0, -6.6, 2.7, 5.7, 9.2, 1.0, -4.0, -4.9, 0.1, 1.8

Going on with the list:
Results follow in this order: TCR-CD3 inh, MBD2 DNA inh, PRMT1 FP inh, DDE Tn6 FP inh, TDP2 absorb, Tn7 DDE FP, UHRF1 MBD2 ctr, SIAE primary, KLK7 zymogen act, LEDGF integ inh
- O=C(Cc1ccc(-c2ccccc2)cc1)Nc1ccccn1
→ -6.1, -0.8, 6.0, -6.2, -4.3, -1.8, -0.7, -6.0, -0.8, -2.5
- c1ccc2cc3c(NCCN4CCOCC4)ccnc3cc2c1
→ -2.4, 15.3*, -0.7, -0.8, 3.3, -2.4, 4.2, 3.8, 11.3, 3.4
- Cc1ccc(N(C(=O)CNC(=O)c2ccco2)C(C(=O)NCC2CCCO2)c2ccccc2)cc1 (centres undefined)
→ 0.5, 6.7, 0.3, -5.5, 8.3, -3.0, 5.1, -2.1, 0.0, -3.3
- COc1ccc(NC(=O)CC2C(=O)N(C)C(=S)N2Cc2ccco2)cc1 (centres undefined)
→ 10.2, 2.9, -0.4, 0.9, -0.5, -6.0, -1.5, 19.8*, 0.6, 0.5
- Cc1ccc(NC(=O)C2CCN(S(=O)(=O)c3c(C)n[nH]c3C)CC2)c(C)c1
→ 10.8, 1.1, 0.9, 2.7, 5.2, -1.2, 3.3, 0.0, 0.4, -0.2
- Cc1cccc(C)c1NC(=O)CN1C(=O)S/C(=C\c2cccn2C)C1=O
→ -2.2, -2.4, -1.2, -1.9, 3.2, -10.3, -1.4, -4.8, -0.1, -1.3
- CC(C)C(=O)Nc1ccc2c(c1)nc(CCN1CCN(C)CC1)n2C
→ 1.2, 0.2, -1.8, -4.9, -6.9, -3.0, 4.7, 4.5, 0.2, 13.4*
- CC(=O)C1C(=O)C=C(c2ccco2)CC1c1ccccc1 (centres undefined)
→ -2.2, -5.9, 0.8, 8.0, -8.0, 3.1, -3.4, 1.2, -0.1, -0.6
- Cc1ccn(S(=O)(=O)c2ccc(N3CCCC3=O)cc2)n1
→ -5.5, 0.4, 3.3, -3.3, 3.4, 1.2, 4.7, 4.1, 0.3, -3.1
- CCOc1ccc(-c2nc(CSCC(=O)NCCCN3CCCC3=O)c(C)o2)cc1
→ 1.3, -2.8, 0.5, -1.3, -6.8, 1.1, -1.9, -5.7, -0.1, 0.5
- CCOC(=O)C1=C(CSc2nc(C)cc(C)c2C#N)OC(N)=C(C#N)C1c1ccccc1 (centres undefined)
→ 6.5, -1.9, 1.2, -1.6, 7.9, -2.5, 1.0, -6.9, 26.2*, -0.6

Compound profiles (already shown). Screens in order: TCR-CD3 inh | MBD2 DNA inh | PRMT1 FP inh | DDE Tn6 FP inh | TDP2 absorb | Tn7 DDE FP | UHRF1 MBD2 ctr | SIAE primary | KLK7 zymogen act | LEDGF integ inh
`Nc1nonc1C(=O)NCCNCc1ccccc1OCc1ccccc1F` is entered as -7.0 | -0.3 | 1.9 | -3.6 | 2.5 | 3.0 | -3.1 | 9.1 | -0.8 | 0.1
`CCOC(=O)Cc1csc(NC(=O)COc2ccc(C)c(C)c2)n1` is entered as 3.0 | -6.6 | 2.7 | 5.7 | 9.2 | 1.0 | -4.0 | -4.9 | 0.1 | 1.8
`Cc1c(Cc2ccccc2)c(=O)oc2c(C)c(OC(C)C(=O)N[C@@H](Cc3ccccc3)C(=O)O)ccc12` (some centres undefined) is entered as 1.6 | -4.2 | 13.9 | -13.3 | 7.6 | 2.3 | -2.9 | -3.6 | -8.4 | -0.2

From PubChem
